LGR2 antag: blocks bursicon-induced cAMP signaling via Drosophila LGR2. HEK293 LGR2, CRE-luciferase, bursicon-stimulated, 4 h. AID 720647. inhibition, % at 9.99 µM. actives 0.35% (n = 380,000);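 active = drop in luminescence signal, shown as inhibition above about 50% in the replicate tests, limit read from the data, passing the limit was not always enough; inconclusive = probably only some replicates passing the limit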;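 also: agonist challenge used bursicon conditioned medium at about half maximal strength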
GSIS activator: primary screen for activators of insulin secretion dependent on glucose, INS-1E cells, GLuc reporter luminescence; INS-1E GLuc reporter insulin secretion, 2-3 h; activation, % at 16.6 µM; actives 0.61% (n = 370,000);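 active = lowest replicate activation of at least 40%, so every replicate reaches that level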;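 also: 0% = median of neutral control wells and 100% = median of IBMX positive control wells; some compounds called inactive have numbers as strong as hits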
Cneo AK release: causes C. neoformans cell lysis. adenylate kinase release luminescence, 4 h; normalised: neutral wells 0, clomiphene wells 100. lysis activity, % at 15 µM. actives 0.2% (n = 360,000). AID 651654;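 active = mean lysis activity across replicates of at least 80%, whatever share of replicates individually reach that level; inactive = mean lysis activity below 80%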
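Assay system: Cryptococcus neoformans yeast cells / Dosing: single-point compound dose / Timing: 4 h at 37 °C static, read 1 h later / Measured by: luminescence of released adenylate kinase using an AK detection reagent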
C2C12 statin: suppressors of simvastatin-induced myotoxicity in C2C12 myotubes; ATP luminescence, 48 h; scaled: DMSO 0, geranylgeraniol control 100; rescue of ATP level, % at 7.49 µM; actives 0.78% (n = 330,000);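 active = mean ATP rescue above about 67%, or every replicate alone reaching that limit, limit read from the data, passing the limit was not always enough; inconclusive = no clear call, values can overlap the other calls; inactive = mean under the limit and some replicate under it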;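 also: myotubes were challenged with 10 µM simvastatin during compound exposure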
PglD DTNB: blocks C. jejuni PglD acetyltransferase activity; actives 0.098% (n = 360,000); purified PglD enzyme, DTNB colorimetric CoA detection; inhibition, % at 12.5 µM; in the data active = inhibition above about 16%, passing the limit was not always enough; inconclusive = no clear call, values can overlap the other calls; also: strong numbers were not always called active
PGC1a acetyl inh: PGC1a acetylation modulation, inhibitor mode | U2OS PGC1a acetylation, AlphaScreen anti-acetyl-lysine; with virally co-expressed GCN5 acetyltransferase | inhibition, % at 15.6 µM | actives 0.17% (n = 350,000);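 active = every replicate shows inhibition of at least 40%; inconclusive = mean inhibition at least 40% but some replicate below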;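 also: 0% = neutral control wells and 100% = positive control wells; some results beyond the cut were filed as inactive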
PAX8 inh HTS: PAX8 transcriptional activity inhibition; RMG-I TPO-luciferase reporter, SteadyGlo, 24 h; actives 1.2% (n = 360,000); inhibition, % at 12.6 µM;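 active = mean replicate inhibition at least 60% with every replicate also reaching 60%; inconclusive = only one of the two criteria is met; inactive = mean below 60% and not all replicates reaching 60%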;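 also: luciferase light reporting Pax8 driven TPO promoter activity; plate controls were median of neutral control wells for no effect and mitoxantrone controls for full effect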
ARNT TACC3 PPI: disrupts binding between human ARNT and TACC3; AID 623870; AlphaScreen His-ARNT PAS-B/GST-TACC3 binding, luminescence; TACC3 fragment carries E629A point mutation; Q9Y6A5; actives 0.66% (n = 390,000); inhibition, % at 9.99 µM;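 active = mean inhibition of replicates at least 50% and at least half of replicates each reaching 50%; inconclusive = half or more replicates reach 50% but mean below 50%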;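 also: 0% = complete ARNT plus TACC3 wells and 100% = ARNT alone without TACC3; many hits fall short of the cut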
The depositor's hits bear a star; ? = inconclusive; nt = no result given. Outcome played no part in choosing rows; 2.9% or so of the library scored in one or more.

SMILES	LGR2 antag	GSIS activator	Cneo AK release	C2C12 statin	PglD DTNB	PGC1a acetyl inh	PAX8 inh HTS	ARNT TACC3 PPI
CCOC(=O)CCCCNCc1ccccc1	16	4	0	nt	0	1	nt	0
CNC(=O)C1=C(C)n2c(nc3ccccc32)NC1c1ccc(OC)cc1 (configuration not stated)	6	-9	1	nt	-4	-8	31	16
COc1ccc(-c2ccc(NCCN3CCOCC3)nn2)cc1OC	-3	-16	0	4	1	nt	2	-7
Cc1ccc(-n2c(SCC(=O)N/N=C/c3ccccc3C(=O)O)nnc2-c2ccc(Cl)cc2)cc1	-2	-21	0	6	7	16	-4	8
COc1ccccc1N(CC(=O)NC1CCCC1)C(=O)CCC(=O)Nc1ccccn1	0	18	1	15	0	14	5	-6
C/C(=N\NC(=O)C1CCCN(S(=O)(=O)c2ccccc2)C1)c1cccnc1 (configuration not stated)	nt	nt	4	1	1	nt	nt	-1
CC1CCCCC12NC(=O)N(CC(=O)OCc1cccc(F)c1)C2=O (configuration not stated)	5	4	-1	2	5	-6	1	-29
Cc1ccc(C(=O)N/C(=C\c2ccc(-c3ccc(Cl)cc3)o2)C(=O)NCCCN(C)C)cc1	-12	13	nt	nt	nt	-17	13	14
CCc1cc2c(SCC(=O)NC3CC3)ncnc2s1	-5	10	-2	5	4	1	-27	-14
O=C(C[C@@H]1C=C[C@H](NC(=O)c2ccccn2)[C@H](CO)O1)NCc1cccc(F)c1	34	0	0	-4	-2	-5	-10	1
O=C(CN1CCN(c2ccc([N+](=O)[O-])cc2Cl)CC1)N1CCOCC1	nt	nt	1	nt	3	0	5	17
Nc1c(-c2ccc(Cl)cc2)cnn1-c1cccc([N+](=O)[O-])c1	nt	nt	-1	-8	-5	nt	-105	3
Cc1ccc(NC(=O)C(C)N2C(=O)C3C4CC(C(Br)C4Br)C3C2=O)cc1 (configuration not stated)	nt	nt	3	4	1	nt	17	-2
O=C(/C=C/c1ccccn1)c1cc(Cl)cc(Cl)c1O	5	10	12	-32	-6	-50	63*	nt
C[C@H](CO)N1C[C@H](C)[C@H](CN(C)C(=O)CCN2CCCCC2)Oc2ncc(C#CCN(C)C)cc2C1=O	1	-11	4	7	-2	7	-21	-12
CC(C)c1ccc(NC(=O)C2Cc3c(-c4cccc(C(N)=O)c4)ccnc3O2)cc1 (configuration not stated)	22	-28	1	5	0	-4	nt	nt
CC(=O)OCC(C)n1[nH]c2ccccc2c1=O (configuration not stated)	7	-1	2	-1	1	3	4	nt
Cc1cc(C(=O)Nc2cccc3c2O[C@H](CN(C)C(=O)Nc2cccc4ccccc24)[C@H](C)CN([C@H](C)CO)C3=O)n(C)n1	-12	10	-14	19	-3	-5	-1	0
CCn1c(CSc2nnc3ccccn23)nc2cc(C(=O)O)ccc21	nt	nt	3	nt	0	?	0	nt
O=C(NNC(=S)Nc1cccc2ccccc12)c1cccc(Br)c1	nt	nt	2	-6	-4	4	nt	29*
CCOc1cc(N2CCOCC2)c(OCC)cc1NC(=O)COC(=O)c1cc(C)oc1C	nt	nt	3	-13	-2	-16	nt	17
COc1cc(OC)cc(C(=O)NCCCNC(=O)c2cccnc2)c1	7	12	-2	-1	-5	-26	4	-3
COCCn1cc(C(=O)NCCCOC(C)C)c2c3ccccc3n(C)c2c1=O	-12	3	-2	-8	2	5	0	-7
COc1ccc(C(CNc2ncnc3sc(C)c(C)c23)N(C)C)cc1 (configuration not stated)	2	29	-1	-34	-3	nt	5	3
CCOCCCNCC(=O)Nc1ccc(OC(F)(F)F)cc1	nt	nt	1	nt	-3	1	2	-6
CCCCNC(=O)N1c2ccccc2CC1C (configuration not stated)	-9	7	nt	-16	nt	9	-28	-2
COc1ccc(C(CNC(=O)CSc2ccccc2F)N2CCOCC2)cc1 (configuration not stated)	0	-7	nt	nt	nt	nt	-1	4
O=C(Cn1c(NCCCO)nc2ccccc21)c1ccc([N+](=O)[O-])cc1	0	6	4	-4	6	-5	5	-18
CCCC(=O)Nc1ccc2c(c1)C(=O)N(C)C[C@@H](OC)[C@@H](C)CN(CCC)[C@@H](C)CO2	3	6	0	-9	-1	nt	-10	-5
CCOC(=O)C1(Cc2cccc(OC)c2)CCCN(C(=O)c2cc(C)oc2C)C1 (configuration not stated)	-13	-44	2	17	2	-6	-103	1
C=CCc1c(C)[nH]c2c(OC)cccc2c1=S	6	17	0	-5	-2	-8	-5	3
Cc1ccc(CNC(=O)CC(C)S(=O)(=O)c2ccc3c(c2)NC(=O)CO3)cc1 (configuration not stated)	-2	1	-1	2	2	-13	-2	-27
O=C(NC(=S)Nc1nc2ccccc2s1)c1cccs1	6	-1	-5	8	-5	-4	29	-2
COCCN1C(=O)N[C@@H](CCc2ccccc2)[C@@H](C(=O)OC)[C@H]1C	16	-9	-6	6	0	nt	1	nt
CCc1nc(SCC(=O)NNC(=O)C(C)C)c2ccccc2n1	nt	nt	-1	11	-184	nt	nt	32
Cc1ccc(C(=O)Nc2ccc([N+](=O)[O-])cn2)o1	-22	16	-1	nt	0	4	-52	-4
CN(Cc1cccc(Cl)c1Cl)C(=O)c1cccc(S(=O)(=O)N2CCN(Cc3ccccc3)CC2)c1	7	-37	2	nt	5	3	25	4
O=C(NC1CCCCC1)C(c1cccs1)N(C(=O)c1ccccn1)c1ccccc1 (configuration not stated)	-3	5	2	nt	-13	-1	12	-4
COc1cccc(N2CCN(S(=O)(=O)c3c(C)[nH]c(C)c3C(=O)N3CCCCC3)CC2)c1	8	-1	0	11	3	5	13	34
COc1cc(C2Nc3c(F)cccc3C3C=CCC32)cc(Br)c1OC (configuration not stated)	6	-3	nt	7	nt	-2	12	0
CCn1cc(C(=O)N[C@@H](CCSC)C(=O)NCCCO)c(=O)c2cc3c(cc21)OCO3	-1	-6	nt	nt	nt	nt	-5	-5
Cc1cccc2sc(N(CCCN(C)C)C(=O)CN3C(=O)c4ccccc4C3=O)nc12	8	-35	nt	nt	nt	nt	-2	-19
Cc1cc(C)cc(NC(=O)c2cccc(NC3=NC4CS(=O)(=O)CC4S3)c2)c1 (configuration not stated)	5	nt	0	12	4	-13	21	-3
COC(=O)c1ccc(N2CCN(C)CC2)c(NC(=O)COc2ccccc2)c1	1	3	11	-11	4	nt	10	-5
O=C(CN1CCOCC1)N[C@@H]1CC[C@H](CCn2cc(C3CC3)nn2)O[C@@H]1CO	-10	-3	-4	4	6	0	-3	-10
COc1ccc(-c2ccc(C(=O)Nc3ccc4c(c3)OCO4)c3occc23)c(C)c1	-83	-8	-1	13	-4	3	-192	nt
Cc1csc(SCc2nnc(-c3ccccc3Br)o2)n1	-43	4	1	-3	-3	-4	nt	30
O=C(Nc1ccccc1)OCc1ccccn1	nt	nt	-2	2	12	10	-117	-4
Oc1ccc(CN2CCc3ccccc3C2)c2cccnc12	nt	nt	0	-10	-6	nt	nt	67*
CCC(=O)N1[C@H](CO)[C@@H](c2ccccc2-c2cccc(C)c2)[C@@H]1C#N	7	-2	nt	nt	nt	8	9	nt

(more compounds)
SMILES	LGR2 antag	GSIS activator	Cneo AK release	C2C12 statin	PglD DTNB	PGC1a acetyl inh	PAX8 inh HTS	ARNT TACC3 PPI
Cc1ccsc1C(=O)NCCc1c[nH]c2ccccc12	-43	1	1	3	1	nt	-139	3
COc1ccc(-c2cc3ccccc3n2CC(O)CNC(CO)(CO)CO)cc1 (configuration not stated)	nt	nt	0	-4	-3	-14	1	2
O=C(CCCCCn1nnc2ccccc2c1=O)Nc1ccccc1Cl	-6	8	3	14	-1	-5	-15	-2
Cc1ccccc1C(=O)Nc1cccc(NC(=O)Cn2cnc3c(=O)n(C)c(=O)n(C)c32)c1	-9	nt	-1	nt	-2	3	nt	-2
CCCC1(C(=O)OCC)NC(c2ccc(O)cc2)C2C(=O)N(c3cccc(C(C)=O)c3)C(=O)C21 (configuration not stated)	2	-6	-2	1	1	nt	10	-3
CCCCCC(=O)NNC1=NCC(Cc2cccc(Cl)c2)S1 (configuration not stated)	-3	-13	nt	nt	nt	8	7	-2
O=C(NCc1cc(C(F)(F)F)ccc1Cl)c1cccc2c1C(=O)c1ccc(N3CCOCC3)cc1S2(=O)=O	25	14	-20	-91	3	11	-11	2
CC(=O)NC[C@@H]1[C@H](c2ccccc2)[C@@H](CO)N1C(=O)Cc1cccnc1	3	5	7	4	1	3	-2	-9
CNC[C@@H]1Oc2ccc(NC(=O)Cn3cnnn3)cc2C(=O)N([C@H](C)CO)C[C@@H]1C	22	9	-5	49	-2	6	nt	-4
Cn1c(=O)c2c(ncn2CC(=O)OCC(=O)c2ccc(F)c(F)c2)n(C)c1=O	-6	29	0	nt	7	4	3	-1
Cc1ccc(C(=O)OCC(=O)N(C)C2CCS(=O)(=O)C2)cc1S(=O)(=O)N1CCOCC1 (configuration not stated)	4	9	-1	9	0	-1	2	nt
Cc1ccc(S(=O)(=O)Nc2ccc3c(c2)CC(=O)N([C@@H](C)CO)C[C@@H](C)[C@@H](CN(C)S(=O)(=O)c2ccc(Cl)cc2)O3)cc1	6	-9	1	6	1	1	15	0

Compound activity (PubChem)
